CHRM4 antagonist: human M4 muscarinic receptor antagonists, primary screen, CHO cells, Fluo-8 calcium fluorescence; AID 624125, 2012; Muscarinic acetylcholine receptor M4 (Homo sapiens), P08173; inhibition, % at 3 µM; CHO-hM4 cells, ACh EC80; actives 0.73% (n = 360,000);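 active = inhibition above its plate's cutoff, the mean inhibition of sample wells plus 3 SD, cut at about 27% in these data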;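 note: 0% = acetylcholine EC80 with DMSO and 100% = DMSO without agonist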
Target sequence (P08173 whole entry, looked up): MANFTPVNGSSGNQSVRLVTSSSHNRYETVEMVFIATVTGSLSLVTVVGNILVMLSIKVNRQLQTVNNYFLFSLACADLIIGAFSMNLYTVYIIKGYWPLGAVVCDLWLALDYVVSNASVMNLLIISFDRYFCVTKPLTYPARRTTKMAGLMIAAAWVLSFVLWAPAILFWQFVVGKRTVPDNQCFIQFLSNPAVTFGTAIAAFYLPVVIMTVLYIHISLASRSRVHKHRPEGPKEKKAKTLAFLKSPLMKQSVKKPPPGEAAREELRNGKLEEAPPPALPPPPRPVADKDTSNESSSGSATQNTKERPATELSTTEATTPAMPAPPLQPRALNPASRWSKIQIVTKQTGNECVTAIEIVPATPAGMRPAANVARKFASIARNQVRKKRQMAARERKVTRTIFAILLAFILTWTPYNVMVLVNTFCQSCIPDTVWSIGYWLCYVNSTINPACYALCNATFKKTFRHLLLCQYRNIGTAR
CRFBP-R2 block: antagonists of CRF-BP/CRF-R2 complex, primary screen, cell-based, HEK293, calcium dye fluorescence, uHTS. inhibition, % at 11.8 µM. actives 0.59% (n = 350,000). AID 588475, 2011. CRF-induced calcium fluorescence;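 active = inhibition of the ligand-induced calcium signal above about 50% at the single tested concentration, limit read from the data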
CHRM5 antagonist: human M5 muscarinic receptor antagonists, primary screen, CHO cells, Fluo-8 calcium fluorescence. Muscarinic acetylcholine receptor M5 (Homo sapiens), P08912. CHO-hM5 cells, ACh EC80. inhibition, % at 3 µM. actives 0.59% (n = 360,000). AID 624040, 2012;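 active = inhibition above a per-plate cutoff, the mean of that plate's test compounds plus 3 SD, cut at about 27% in these data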;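 note: 0% = acetylcholine EC80 with DMSO and 100% = DMSO without agonist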
M5 ag: human M5 muscarinic receptor agonists, primary screen, CHO-K1 cells, Fluo-8 calcium fluorescence; Muscarinic acetylcholine receptor M5 (Homo sapiens), P08912; CHO-K1 hM5 cells; 0% DMSO wells, 100% maximal acetylcholine response; activation, % at 3 µM; actives 0.19% (n = 360,000); AID 624037, 2012;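 active = activation above the run's mean over test compounds plus 3 SD, cut at about 23% in these data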;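 note: signal is peak over basal fluorescence ratio across the kinetic read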
M4 PAM: human M4 muscarinic receptor positive allosteric modulators, primary screen, CHO-K1 cells, Fluo-8 calcium fluorescence; Muscarinic acetylcholine receptor M4 (Homo sapiens), P08173; CHO-K1 hM4/Gqi5, ACh EC20; 0% = ACh EC20, 100% = maximal ACh; activation, % at 3 µM; actives 0.4% (n = 360,000);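 active = activation above its plate's cutoff, the mean activation of sample wells plus 3 SD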; note: some results filed as inactive read as strong as hits
CHRM4 agonist: human M4 muscarinic receptor agonists, primary screen, CHO-K1 cells, Fluo-8 calcium fluorescence. actives 0.14% (n = 360,000). AID 624127, 2012. activation, % at 3 µM. Muscarinic acetylcholine receptor M4 (Homo sapiens), P08173. CHO-K1 hM4/Gqi5; vehicle 0%, full acetylcholine response 100%;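 active = activation above the run mean over all test wells plus 3 SD, cut at about 32% in these data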;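 note: peak over basal fluorescence ratio per well then scaled between controls; 0% = DMSO wells and 100% = acetylcholine at EC100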
CRFBP-R2 agonist: agonists of CRF-BP/CRF-R2 complex, primary screen, cell-based, HEK293, calcium dye fluorescence, uHTS. calcium dye fluorescence (FLIPR); percent of saturating CRF peptide response. activation, % at 13.2 µM. actives 0.46% (n = 350,000);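 active = activation of at least 50%, plus an integration ratio under a set limit after plate pattern correction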;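 note: plate controls were neutral control wells without compound for no effect and CRF at EC100 for full effect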
M5 PAM: human M5 muscarinic receptor positive allosteric modulators, primary screen, CHO-K1 cells, Fluo-8 calcium fluorescence; actives 0.3% (n = 360,000); CHO-K1 hM5, ACh EC20 PAM; 0% = ACh EC20, 100% = ACh EC100; activation, % at 3 µM;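 active = activation above the run cutoff, the mean activation of all test compounds plus 3 SD, cut at about 18% in these data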
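Probe or stimulus: acetylcholine, EC20 level; Assay system: human M5 receptor in CHO-K1 cells; Schedule: compound preincubation 140 s before EC20 acetylcholine addition; Technique: intracellular calcium via Fluo-8 fluorescence; Dosing: single-point, 3 µM nominal; Read-out basis: percent activation from peak-over-basal fluorescence ratio, scaled EC20-to-EC100 acetylcholine; Repeats: one well per compound, no replicates.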
M1 PAM: human M1 muscarinic receptor positive allosteric modulators, primary screen, CHO-K1 cells, Fluo-8 calcium fluorescence, 1536-well; CHO-K1 hM1, ACh EC20; 0% = ACh EC20, 100% = maximal ACh; activation, % at 3 µM; actives 0.088% (n = 360,000); Muscarinic acetylcholine receptor M1 (Homo sapiens), P11229; in the data active = activation above about 19%, passing the limit was not always enough
Target sequence (P11229 whole entry, looked up): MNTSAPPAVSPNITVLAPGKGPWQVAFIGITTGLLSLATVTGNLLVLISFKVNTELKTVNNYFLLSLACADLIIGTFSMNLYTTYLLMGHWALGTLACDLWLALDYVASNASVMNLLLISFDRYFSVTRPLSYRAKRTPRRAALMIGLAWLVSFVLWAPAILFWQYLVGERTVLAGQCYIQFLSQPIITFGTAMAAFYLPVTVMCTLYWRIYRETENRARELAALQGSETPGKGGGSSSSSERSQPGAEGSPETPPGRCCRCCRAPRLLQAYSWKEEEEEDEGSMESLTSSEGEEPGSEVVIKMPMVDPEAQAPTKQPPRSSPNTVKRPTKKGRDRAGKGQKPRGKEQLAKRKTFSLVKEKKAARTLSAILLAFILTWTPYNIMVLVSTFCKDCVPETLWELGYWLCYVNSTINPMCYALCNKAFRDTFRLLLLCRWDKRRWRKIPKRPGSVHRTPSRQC
Active calls of the source: *; / = not tested or not shown.

SMILES	CHRM4 antagonist	CRFBP-R2 block	CHRM5 antagonist	M5 ag	M4 PAM	CHRM4 agonist	CRFBP-R2 agonist	M5 PAM	M1 PAM
C[C@H](CO)N1C[C@H](C)[C@@H](CN(C)C(=O)Nc2ccc(C(F)(F)F)cc2)Oc2c(NS(=O)(=O)c3ccc(F)cc3)cccc2C1=O	-5	-11	-4	-2	-4	0	1.4	0	-5
O=C(O)c1ccc(SCc2cnc(Cl)s2)cc1	10	14	-2	2	11	1	0.0	2	7
Cc1nc2cc(C(=O)OCC(=O)Nc3cccc(Cl)c3)ccc2n1-c1ccccc1	-4	7	7	-2	-7	2	2.7	-6	-8
Cc1cccc(NCC(=O)N/N=C/c2cccc(Br)c2)c1	-1	-81	3	-3	13	1	1.8	5	9
O=C(O)c1ccc2c(c1)C(=O)N(c1cc([N+](=O)[O-])ccn1)C2=O	4	-7	11	-4	-8	-1	-0.6	-3	4
Cc1ccccc1OCC(=O)NNC(=O)C1CCN(c2ncnc3sc(C)c(C)c23)CC1	5	-3	15	7	-4	18	-0.8	-20	-9
O=C(Cc1cc(=O)oc2cc(O)ccc12)NCC1CCC(C(=O)O)CC1 (stereo unspecified)	-1	12	-9	2	11	0	-0.6	-2	11
C[C@H](CO)N1C[C@H](C)[C@@H](CN(C)Cc2ccc3cccnc3c2)OCc2cnnn2CCCC1=O	-24	-1	-11	-1	8	2	1.4	8	8
NS(=O)(=O)c1ccc(CCNc2ncnc3c2c(-c2ccccc2)cn3-c2ccc(F)cc2)cc1	17	9	4	-2	-1	1	1.4	-1	-6
O=C(NCCO)C(=O)NCC1OCCCN1S(=O)(=O)c1cccs1 (stereo unspecified)	-9	-5	5	-1	5	0	6.3	4	3
Cn1ccnc1SC(=O)N1c2ccccc2Sc2ccccc21	10	8	4	-3	6	1	-1.3	-14	-7
CC(OC(=O)c1ccc2ccccc2n1)C(=O)Nc1ccc(N2CCOCC2)cc1 (stereo unspecified)	-4	4	-3	-3	-5	2	-1.9	-7	7
Nc1cc(Cl)ccc1Nc1ccncc1	3	11	2	-7	-2	2	-0.2	0	9
O=C(Cc1nc2ccccc2[nH]c1=O)c1ccccc1	-7	-56	7	-2	-2	3	30	7	8
Cc1nc(NCc2ccco2)[nH]c(=O)c1CCC(C)C	10	13	-2	1	6	0	-1.5	9	0
COc1cccc(NC(=O)c2cnc(SCC(=O)NCc3ccc4c(c3)OCO4)n(C)c2=O)c1	1	15	4	-1	-2	3	0.8	2	8
CCc1nc2ccc(C(=O)N3CCCCC3)cn2c1N(C)CCCc1ccccc1	33*	/	2	-3	-11	5	/	-16	-25
COc1ccccc1NC(=O)c1ccc2c(=O)n3c(nc2c1)CCC3	-15	1	3	5	7	1	1.0	-7	8
O=C(NC(=S)Nc1ccc2c(c1)OCCO2)c1ccccc1F	0	-2	4	1	3	0	-0.2	3	-5
O=C(O)c1ccc([N+](=O)[O-])cc1-c1cc([N+](=O)[O-])ccc1C(=O)O	10	18	8	3	2	1	-1.5	7	-2
COc1cc(NC(=O)COc2cc(C)cc3oc(=O)cc(C)c23)cc(OC)c1OC	-16	7	7	1	4	1	-2.0	-4	18
NCCc1c(C(=O)O)[nH]c2ccc([N+](=O)[O-])cc12	-5	6	8	-5	12	0	-1.3	-1	5
O=C(COC(=O)c1cc([N+](=O)[O-])ccc1NCCO)c1ccccc1	-2	-29	9	-1	-6	8	-1.0	-17	-6
COc1ccc(CNc2ccc3c(c2)ncn3C)cc1OC	5	-1	-1	1	-2	0	-1.1	2	4
Nc1ccc(C23CC4CC(CC(C4)C2)C3)cc1	-6	-15	2	5	4	4	-0.1	3	-1

The closing 3 entries of the section before are carried over, then new ones follow:
SMILES	CHRM4 antagonist	CRFBP-R2 block	CHRM5 antagonist	M5 ag	M4 PAM	CHRM4 agonist	CRFBP-R2 agonist	M5 PAM	M1 PAM
O=C(COC(=O)c1cc([N+](=O)[O-])ccc1NCCO)c1ccccc1	-2	-29	9	-1	-6	8	-1.0	-17	-6
COc1ccc(CNc2ccc3c(c2)ncn3C)cc1OC	5	-1	-1	1	-2	0	-1.1	2	4
Nc1ccc(C23CC4CC(CC(C4)C2)C3)cc1	-6	-15	2	5	4	4	-0.1	3	-1
CCn1c(C)nc2cc(S(=O)(=O)C(F)(F)F)ccc21	10	19	5	5	5	8	0.3	-5	5
Cc1ccc(C)c(NC(=S)N2CCN(c3ccccn3)CC2)c1	4	6	7	1	-3	0	-0.6	-1	8
CCOc1cccc(-c2c(C(=O)N/N=C/c3sccc3C)nnn2-c2nonc2N)c1	2	-19	4	1	0	6	-0.2	-4	6
CN(C)CCCNC(=O)C(=O)NCC1OCCN1S(=O)(=O)c1cccs1 (stereo unspecified)	4	9	6	-3	-2	0	-0.4	1	-3
CN(C)CCCNC(=O)/C(=C/c1ccc(-c2ccc([N+](=O)[O-])cc2)o1)NC(=O)c1ccccc1	5	-22	8	0	0	2	19	3	12
COc1ccc(OC)c2[nH]c(=O)c(CCNC(=O)C(C)C)cc12	6	5	3	1	2	0	-0.2	-3	6
O=C(CN1C(=O)C2CCCCC2C1=O)N1CCN(c2ccccc2)CC1 (stereo unspecified)	-10	0	11	3	9	5	-1.1	-8	-4
CC(C)CNC(=O)COC(=O)c1cc(S(=O)(=O)N(C)C)ccc1N1CCCC1	-9	3	-18	-3	7	1	-2.7	0	0
COc1ccc(C(c2nnnn2CS(=O)(=O)c2ccc(C)cc2)N2CCN(c3ncccn3)CC2)cc1 (stereo unspecified)	-5	-22	1	1	3	0	3.4	0	8
COc1cc(C2CC(=O)Oc3c(C(CCN4CCN(c5ccccc5)CC4)c4ccc(N(C)C)cc4)c(OC)cc(OC)c32)cc(OC)c1OC (stereo unspecified)	2	6	9	4	-1	0	-0.3	9	0
O=c1c2ccccc2oc2nc(-c3ccco3)n(Cc3ccccc3)c(=O)c12	13	-7	3	-3	10	1	-2.4	37*	4
NS(=O)(=O)c1ccc(CCNC(=O)CCCC2=NS(=O)(=O)c3ccccc3N2)cc1	1	16	-1	2	1	1	1.1	3	1
CC(=O)NC[C@H]1O[C@@H](n2ccc(N)nc2=O)[C@H](O)[C@@H]1O	-14	-8	-9	1	13	1	-1.2	7	10
C=CCN1C(=O)/C(=C/C=C2/N(CC)c3ccc(S(=O)(=O)N(C)C)cc3N2CC)SC1=S	0	-176	-7	24*	-11	5	164*	-7	0
COc1cccc2cc(S(=O)(=O)c3ccc(C)cc3)/c(=N/NS(=O)(=O)c3ccc(C)cc3)oc12	3	-3	-2	-2	-1	1	2.4	3	6
CCCC(=O)N(Cc1cc2cccc(C)c2[nH]c1=O)c1ccccc1OC	0	-30	0	6	-4	3	-2.2	1	4
Cc1ccc(NC(=O)COC(=O)COc2ccc(Cl)cc2)c([N+](=O)[O-])c1	2	48	-6	-2	-6	2	-4.7	1	3
C[C@@H]1CN([C@H](C)CO)C(=O)CCCn2cc(nn2)CO[C@H]1CN(C)C(=O)Nc1cccc2ccccc12	-10	-11	6	0	1	1	3.7	-2	2
CC1=CC2(O)OCCN(CCO)C2=CC1=O (stereo unspecified)	3	7	28*	1	9	0	-1.6	-12	6
CCC(CC)C(=O)N1CCN(Cc2ccc3c(c2)OCO3)CC1	-7	3	-5	-8	6	1	1.5	-1	6
Cc1ccc2c(c1)OC(=O)CC2c1ccccc1 (stereo unspecified)	4	12	-4	-4	0	-1	0.6	-1	-4
CCOc1ccccc1NC(=O)COC(=O)CSc1ccc(Cl)cc1	7	2	0	-6	11	1	-1.8	5	8
CC(=O)Oc1ccc2c(=O)c(/C=N/c3cc(=O)[nH]c(=S)[nH]3)coc2c1	-6	-15	11	1	-3	0	1.3	-5	3
CS(=O)(=O)Nc1ccc(C2=NN(C(=O)c3ccco3)C(c3ccco3)C2)cc1 (stereo unspecified)	-9	-6	14	-3	8	-1	-0.2	-7	6
COc1ccc(S(=O)(=O)NCC(c2cccnc2)N2CCN(Cc3ccccc3)CC2)cc1C (stereo unspecified)	-10	2	-8	-5	9	1	-0.6	2	-8
Further results follow:
SMILES	CHRM4 antagonist	CRFBP-R2 block	CHRM5 antagonist	M5 ag	M4 PAM	CHRM4 agonist	CRFBP-R2 agonist	M5 PAM	M1 PAM
CC(=O)Nc1cc2c(c([N+](=O)[O-])c1C)C(C)(C)CC2(C)C	-3	-15	7	-11	-2	0	1.8	7	3
CCc1nc(C)cn1S(=O)(=O)c1cc(C)c(OC)c(C)c1C	12	46	3	2	-9	3	-0.6	-5	-11
Cc1ccc(C)c(N2N=C(C(=O)Nc3nccs3)CCC2=O)c1	8	2	14	2	-11	14	-1.4	-7	-7
COc1ccc(C(CC(=O)O)NC(=O)c2cc3cc(Br)ccc3oc2=O)cc1OC (stereo unspecified)	-6	22	7	0	3	0	-1.3	6	13
Cc1cc(C)n2nc(SCC(=O)NC(=O)c3ccccc3Cl)nc2n1	20	21	4	-2	-2	0	0.0	-5	4
Cc1cc(C(=O)CSc2nnc(-c3cccs3)o2)c(C)n1-c1ccccc1	-11	-5	-6	0	-3	6	0.2	-2	5
N#Cc1cc2c(nc1SCC(=O)N1CCCCC1)CCCCC2	-8	4	4	-7	2	2	0.9	-6	5
O=C(Nc1ccc(Cl)c(S(=O)(=O)N2CCCCC2)c1)c1ccncc1	2	-4	14	7	-6	13	5.6	-16	-4
O=C(NNc1nc(=O)c2cccnc2s1)c1ccccc1O	5	7	18	-3	5	0	-1.4	-11	12
COc1ccc(C(=O)NCC(=O)OCC(=O)NC2CCCCCC2)cc1OC	1	-1	2	4	-1	1	-0.4	-2	2
Cc1ccc(S(=O)(=O)CCC(=O)OCc2nc(N)nc(Nc3ccccc3C)n2)cc1	10	22	3	-3	-3	2	-0.9	2	3
COc1cc(/C=C2/C(=O)CNC2=O)ccc1O	1	11	-3	1	2	0	-0.2	6	-8
CC(=O)N1CCN(CC(=O)Nc2c(Cl)cccc2Cl)CC1	0	0	0	-3	15	0	0.0	3	10
Cc1nc(NC(=O)c2ccncc2)sc1C(=O)N(C)C	-4	-5	6	-5	6	0	1.6	-1	13
O=C(NNC(=S)Nc1ccccc1)c1cccnc1	-15	5	0	-1	-1	2	-1.1	0	3
COc1ccc(C(=O)NC(C)c2ccc(-n3ccnc3)cc2)cc1[N+](=O)[O-] (stereo unspecified)	7	6	6	1	2	6	0.5	-4	3
CC(=O)c1ccc(NC(=S)N2CCCC(C(F)(F)F)C2)cc1 (stereo unspecified)	-1	3	3	-4	0	1	-2.8	1	7
Cc1noc(C)c1C(=O)Nc1nc2ccc(F)cc2s1	-6	-9	6	-3	3	3	0.3	-5	4
CC(C)(C)NC(=O)c1cccc(NC(=O)c2ccco2)c1	-2	-5	4	1	8	1	2.2	4	5

Screening data deposited in PubChem BioAssay by several laboratories.
